Efflux pump inh: inhibitors of Candida antifungal efflux pumps expressed in yeast. AID 485275. S. cerevisiae Candida pump triplex, Nile Red efflux. inhibition, % at 10 µM. 330,000 compounds, 0.44% hits;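 active = plate passing quality check with inhibition over a set limit, or well fluorescence over plate mean plus 4 SD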;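 note: Nile Red retained in pooled yeast measured as flow cytometry median fluorescence; 0% = buffer negative control and 100% = Enniatin B positive control; higher means more Nile Red kept so more efflux inhibition; some compounds called inactive have numbers as strong as hits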
MCL1-BIM inh: MCL1-BIM-BH3 interaction inhibition (human). Q07820. GST-MCL1 / FITC-Bim-BH3 fluorescence polarization. inhibition, % at 10.9 µM. 320,000 compounds, 0.68% hits. AID 2057;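 active = inhibition above the mean inhibition of all tested compounds plus 3 SD, set per campaign, cut at about 40% in these data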;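 note: 0% = DMSO wells and 100% = unlabeled Bim-BH3 peptide control; higher means more loss of mP so more displacement of Bim peptide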
Target sequence (Q07820 whole entry, looked up): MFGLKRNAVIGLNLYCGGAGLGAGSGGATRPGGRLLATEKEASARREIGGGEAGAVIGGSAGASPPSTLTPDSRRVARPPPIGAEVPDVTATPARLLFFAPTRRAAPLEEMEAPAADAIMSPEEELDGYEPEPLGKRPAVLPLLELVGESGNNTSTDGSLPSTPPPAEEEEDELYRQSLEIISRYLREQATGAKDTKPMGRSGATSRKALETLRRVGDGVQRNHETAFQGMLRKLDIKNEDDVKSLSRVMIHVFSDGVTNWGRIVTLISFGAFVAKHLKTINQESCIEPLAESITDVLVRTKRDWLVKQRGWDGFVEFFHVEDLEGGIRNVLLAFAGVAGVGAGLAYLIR
Bcl-xL primary: Bcl-xL (human) inhibition; Q07817; GST-Bcl-xL / FITC-Bim BH3 peptide fluorescence polarization; inhibition, % at 10.9 µM; 320,000 compounds, 0.7% hits; AID 2129;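 active = inhibition above the mean of all tested compounds plus 3 SD, cutoff set per campaign, cut at about 30% in these data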;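 note: 0% = DMSO wells and 100% = unlabeled Bim-BH3 peptide competitor; inhibitors lower millipolarization by displacing the labeled peptide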
Target sequence (Q07817 whole entry, looked up): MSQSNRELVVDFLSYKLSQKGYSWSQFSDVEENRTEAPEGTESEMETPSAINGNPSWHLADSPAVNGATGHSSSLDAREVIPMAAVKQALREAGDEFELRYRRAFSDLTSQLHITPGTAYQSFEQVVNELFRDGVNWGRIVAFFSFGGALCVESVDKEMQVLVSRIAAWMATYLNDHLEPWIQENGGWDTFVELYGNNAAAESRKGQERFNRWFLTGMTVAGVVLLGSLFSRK
GLD-1 RNA inh: GLD-1-TGE RNA interaction inhibition (C. elegans) | AID 2280 | purified GLD-1 + fluorescein TGE RNA, fluorescence polarization | 320,000 compounds, 0.44% hits | Q17339 | inhibition, % at 5.96 µM;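 active = percent inhibition above a per-plate cutoff, the plate mean of test compounds plus 3 SD, cut at about 30% in these data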;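 note: 0% = DMSO wells with GLD-1 and probe and 100% = wells lacking GLD-1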
Fam108B counter: counter-screen for RBBP9 inhibitors: inhibitors of mouse Fam108B | inhibition, % at 9.51 µM | 300,000 compounds, 0.33% hits | recombinant Fam108B, FP-Rh probe fluorescence polarization;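 active = inhibition above the screen mean inhibition plus 3 SD, computed separately per campaign, cut at about 18% in these data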;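 note: inhibitors lower polarization as less probe binds the enzyme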
VLA-4 inh: inhibition in a human VLA-4 binding assay. P13612. VLA-4 expressing cells, ligand binding flow cytometry. inhibition, % (about 7 µM as worked out from the volumes in the protocol). 330,000 compounds, 0.2% hits. AID 2557; in the data active = inhibition above about 50%
GRK2 inh: human GRK2 inhibition via aptamer displacement; 330,000 compounds, 0.59% hits; inhibition of aptamer binding, % at 10 µM; bead flow cytometry, FAM-aptamer displacement from GRK2; P25098;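 active = inhibition of aptamer binding above 40%, roughly 3 SD of noise, on plates passing a quality check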;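 note: median bead fluorescence of bound FAM aptamer so fluorescent compounds give negative values; no value below 0 was filed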
MEX-5 binding: C. elegans MEX-5 TCR-2 RNA binding activity. Q9XUB2. 300,000 compounds, 0.38% hits. MEX-5/FITC-TCR2 RNA binding, fluorescence polarization; active compounds read low. activity score (negative = inhibition of binding), % at 10 µM;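 active = inhibition past about -25% in most replicates, and total fluorescence under double the plate's negative control median, limit read from the data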;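 note: 0% = DMSO and -100% = 5 µM competing unlabeled TCR2 RNA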
PME-1 primary: PME-1 (human) inhibition. inhibition, % at 5.9 µM. recombinant PME-1, FP-Rh probe fluorescence polarization. Q9Y570. 320,000 compounds, 0.53% hits;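 active = inhibition above the campaign mean of all compounds plus 3 SD, cut at about 26% in these data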;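 note: competitive labeling of PME-1 active site by serine hydrolase directed probe; 0% = PME-1 with DMSO and 100% = wells lacking PME-1 enzyme; inhibitors block probe labeling so polarization falls and inhibition rises; many of its hits are not listed in these tables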
Target sequence (Q9Y570 whole entry, looked up): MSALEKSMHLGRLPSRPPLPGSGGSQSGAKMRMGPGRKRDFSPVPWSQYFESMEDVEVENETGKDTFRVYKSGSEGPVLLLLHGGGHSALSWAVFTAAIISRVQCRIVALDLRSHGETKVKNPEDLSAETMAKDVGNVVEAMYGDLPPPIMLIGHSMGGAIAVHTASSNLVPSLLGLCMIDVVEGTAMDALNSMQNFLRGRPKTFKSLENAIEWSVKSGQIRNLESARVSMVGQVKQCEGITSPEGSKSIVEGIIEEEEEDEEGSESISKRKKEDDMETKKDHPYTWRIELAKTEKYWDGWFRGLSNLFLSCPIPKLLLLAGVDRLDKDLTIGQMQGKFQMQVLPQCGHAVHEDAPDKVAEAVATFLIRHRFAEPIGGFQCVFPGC
* marks the source's active call; other numbers are inactive results; nt = not tested or not shown.

SMILES	Efflux pump inh	MCL1-BIM inh	Bcl-xL primary	GLD-1 RNA inh	Fam108B counter	VLA-4 inh	GRK2 inh	MEX-5 binding	PME-1 primary
N#Cc1ncc(-c2ccc3c(c2)OCCOCCOCCOCCO3)nc1C#N	9.6*	-19.5	-5.1	-4.7	-1.0	-0.6	2.0	-2.2	-9.5
COc1ccc(S(=O)(=O)Cc2ccc(C(=O)N3CCc4ccccc4C3)o2)cc1	-0.2	7.0	1.4	5.5	-2.5	7.1	0.0	-0.4	11.9
COc1cccc(CN(C)CC(=O)Nc2cccc(S(N)(=O)=O)c2)c1OC	-0.1	3.5	4.5	0.0	-1.2	12.1	0.0	1.3	-3.1
COc1ccc(S(=O)(=O)NCc2ccncc2)cc1NC(=O)c1ccccc1F	0.2	-3.4	0.9	-4.5	nt	-6.4	0.0	nt	9.9
Cc1[nH]c2ccccc2c1SCC(=O)NC1CCCCC1	-0.1	-7.5	-6.3	-2.1	-2.7	19.5	0.0	-1.4	1.5
Cc1cccc(-n2ncc3c(N4CCCc5ccccc54)ncnc32)c1	-0.2	-6.6	0.9	5.0	-1.8	5.2	4.0	2.7	-1.5
CCOc1cc(/C=N/NC(=O)CSc2nnc(C)s2)ccc1OCc1ccccc1Cl	0.0	-5.6	-3.0	-0.1	-0.5	-0.7	6.0	-3.9	-3.8
COc1ccc(Cc2nnc(NC(=O)Cc3cccs3)s2)cc1OC	0.1	73.4*	9.9	-4.9	15.7	22.4	8.0	1.9	1.7
CCN(CC)c1ccc(C=Nc2cccnc2Cl)c(O)c1	-0.2	50.8*	43.6*	28.0	3.6	-0.6	1.0	-3.8	-4.8
O=C(NC1CCCCC1)c1ccc(-c2cccc([N+](=O)[O-])c2)o1	0.0	3.6	0.8	1.3	4.7	-1.7	7.0	1.4	4.9
CCSc1nnc(NC(=O)c2ccccc2C)s1	0.0	-1.1	9.0	5.0	-5.3	6.2	0.0	-0.8	-1.4
O=C(CCSCc1ccc(Cl)cc1)NCc1ccco1	0.2	-1.9	3.6	-4.7	-1.8	-8.2	0.0	-0.1	-9.6
O=C(Cc1ccc([N+](=O)[O-])cc1)N1CCc2ccccc2C1	0.1	-3.1	-4.1	-0.2	3.7	-2.4	10.0	0.7	3.2
CC(C)(C)[C@@H]1C=C(C(N)=O)O[C@H](OCc2ccc(CO)cc2)C1	0.0	6.4	8.0	-7.4	-0.2	-9.2	3.0	2.4	1.7
O=C(CSc1nnc2ccccn12)NCCc1ccc(F)cc1	-0.2	2.6	3.5	3.7	1.6	5.8	1.0	nt	-1.8
Cc1cccc(NC(=S)NNC(=O)c2ccc(Br)o2)c1	0.3	12.0	2.2	4.6	-7.2	-7.2	0.0	-4.8	3.3
CCOC(=O)C1(C)NC(c2cccs2)C2C(=O)N(c3ccc(OC)cc3)C(=O)C21 (stereo not given)	-0.1	1.1	2.7	3.0	-4.1	6.7	2.0	-0.1	-1.5
COc1cc(NC(=O)CSc2nccc(C)n2)c(C(=O)O)cc1OC	0.2	5.7	6.6	-3.5	1.1	6.0	1.0	-3.8	0.0
Cc1ccc(-c2onc3ccc(Br)cc23)cc1	0.1	8.5	8.5	-5.0	7.2	-1.5	1.0	-2.3	-5.7
Cc1ccc(SCc2nc(-c3cccnc3)no2)cc1	-0.1	5.2	0.9	7.4	-1.8	24.5	1.0	0.9	-4.8
CC(=O)Nc1ccc2nc(-c3cccn3C)[nH]c2c1	-0.1	7.7	1.8	1.1	9.2	10.6	0.0	-1.2	-7.7
CCCOc1ccc2oc(=O)c3c(c2c1)CCCN3C(=O)CN1CCN(c2ncccn2)CC1	0.2	0.2	-0.2	-4.4	3.8	-2.3	3.0	-0.2	5.0
CCOC(=O)C1=C(C)NC(=O)NC1c1ccccc1OCc1c(F)cccc1Cl (stereo not given)	0.0	0.6	4.7	3.4	-1.8	6.9	1.0	3.3	9.5
Cc1ccc(-n2c(SCC(=O)N3Cc4ccccc4CC3C(=O)O)nnc2-c2cccnc2)c(C)c1 (stereo not given)	0.0	-16.1	-0.1	-8.4	0.1	-5.0	2.0	-0.5	6.2
O=C(NCc1ccc(Cl)c(Cl)c1)c1ccc2c(c1)OCO2	-0.1	4.9	0.4	6.0	-1.5	3.5	8.0	-0.4	-4.4
CC(=O)Nc1ccc(S(=O)(=O)NCCC(=O)OCc2nnc(-c3ccccc3)o2)cc1	0.2	1.5	6.0	-2.6	0.2	-4.7	1.0	-2.5	6.8
S=C1NCCc2ccccc2C1c1ccccc1Cl (stereo not given)	0.1	10.3	1.1	3.8	-1.3	2.3	1.0	1.2	-0.9
O=C(CCN1C(=O)c2ccccc2C1=O)NCc1ccco1	-0.2	11.2	3.6	-3.9	-1.7	-2.8	6.0	-0.5	-0.2
CCC(C)C(NC(=O)C(C)NC(=O)CNC(=O)OC(C)(C)C)C(N)=O (stereo not given)	0.5	8.1	6.0	1.6	3.9	8.9	0.0	2.3	-4.7
COc1ccc(S(=O)(=O)N2CCC(C(=O)Nc3ccc(S(=O)(=O)N4CCCC4)cc3)CC2)cc1OC	-0.1	-6.3	0.9	10.5	0.5	0.1	2.0	1.2	0.1
CC(=O)c1ccc2c3c(cccc13)C(=O)N(CCc1ccccc1)C2=O	0.5	6.7	11.2	8.3	0.1	35.1	36.0	-1.3	8.4
CNC(=S)N(CCO)Cc1cc2cc3c(cc2[nH]c1=O)OCCO3	0.8	-0.8	1.9	-1.0	-0.9	8.5	0.0	-1.1	0.0
O=C(CSc1nnc2ncccn12)Nc1cccc2ccccc12	0.1	0.6	2.0	-3.0	2.5	12.7	0.0	2.9	8.4
CCCCc1nc2cc(C(=O)NCc3nccn3CC)ccc2o1	0.0	0.8	1.4	4.4	-4.7	15.9	0.0	-0.3	0.9
CCn1c(SCC(=O)NC(=O)Nc2ccc3c(c2)OCCO3)nnc1-c1cccs1	0.0	-13.7	-5.1	0.1	-2.8	-4.9	0.0	-2.2	7.8
CN(C)/C=C/C(=O)c1ccc([N+](=O)[O-])c(CS(=O)(=O)c2ccccc2)c1	0.0	-1.9	2.9	2.6	-5.0	5.4	0.0	-0.4	4.0
COc1ccc(/C=N/NC(=O)c2ccc3c(c2)OCO3)cc1	0.0	8.9	5.2	4.3	-2.3	7.9	0.0	-0.2	-1.9
COc1cccc(OC)c1C(=O)N1CC(C)OC(C)C1 (stereo not given)	0.2	7.9	-0.3	-0.5	-0.5	2.4	0.0	1.4	-2.6
O=C1/C(=C/c2ccccc2)Nc2ccccc21	0.5	56.8*	64.0*	-52.0	-5.3	0.7	0.0	4.0	-2.3
O=C(CSc1ccccc1)N1CCN(S(=O)(=O)c2ccccc2)CC1	-0.2	4.9	-2.8	-3.9	1.1	-0.1	5.0	-1.4	7.6
Cc1cc(NC(=O)CN2CCC(C)CC2)no1	-0.1	-5.4	7.0	1.0	-8.1	-1.4	0.0	-0.5	-9.9
Cc1cc(C)nc(NC(=NCc2ccc3c(c2)OCO3)NC(=O)Nc2ccccc2)n1	0.0	3.1	2.3	0.3	-12.1	11.5	4.0	nt	-9.6
Oc1ccc(Nc2ccnc3cc(Cl)ccc23)cc1	0.0	12.1	8.7	4.8	3.4	-1.2	3.0	4.6	-0.9
Cc1ccc(N(CC(=O)NC2CCCCC2)C(=O)c2ccc(C)s2)cc1	0.2	8.7	0.8	3.1	4.1	6.8	4.0	-0.9	-0.3
Cc1cc(C)c(OCC(=O)OCC(=O)NCC2CCCCC2)c(C)c1	0.1	-0.4	0.6	2.0	-1.9	-18.8	1.0	1.4	1.8
O=S1(=O)C=CC(N2CCOCC2)C1 (stereo not given)	0.0	-1.4	11.3	-0.4	1.4	15.6	1.0	-0.5	5.6
O=C1c2cccnc2Oc2ccc(Cl)cc2N1Cc1ccc(F)cc1	0.2	-2.6	-1.0	-0.6	1.4	32.7	0.0	0.0	0.5
CN(C)S(=O)(=O)c1ccc(C(=O)NCCSc2ccc(Br)cc2)cc1	0.0	-2.5	1.3	4.3	1.6	22.1	0.0	-0.1	0.1
Cc1nc2ccc(S(=O)(=O)N(C)CC(=O)NC(C)c3ccccc3)cc2s1 (stereo not given)	0.0	6.1	4.2	-2.4	-0.8	-0.7	0.0	1.4	1.1
Cc1cc(C)c(C(=O)/C=C/c2ccc(C(C)C)cc2)c(=O)[nH]1	0.0	5.8	-1.7	1.2	2.4	1.9	0.0	0.1	0.5
COc1ccc(N=C2NC(=O)/C(=C/C=C/c3ccccc3)S2)cc1	0.2	4.3	10.3	-0.2	-7.2	-6.2	2.0	-2.2	4.9
O=C(Cc1ccccc1)NCCS(=O)(=O)N1CCN(c2cccc(Cl)c2)CC1	-0.1	2.6	3.0	-3.1	2.1	-11.0	0.0	1.5	-0.6
COc1cccc2c1OC1(C)CC2NC(=O)N1c1cccc(C(=O)N2CCN(c3ccccn3)CC2)c1 (stereo not given)	-0.1	-3.8	3.2	3.5	4.2	1.6	1.0	-0.6	4.1
Cc1ccccc1C(=O)NNC(=O)c1ccc(Br)cc1	0.2	-2.1	1.4	-0.8	2.5	-1.3	0.0	-1.6	0.4
CCCCN(C(=O)c1ccc(N2CCCC2=O)cc1)c1c(N)n(CCCC)c(=O)[nH]c1=O	0.1	-6.6	-2.6	8.3	4.6	-4.2	0.0	-1.2	-0.8
N#CCCN(C(=O)CSc1nc2ccccc2c(=O)[nH]1)c1ccc(F)cc1	-0.1	nt	nt	2.6	nt	-4.3	1.0	nt	nt
CC(=O)c1cccc(NC(=O)CN2C(=O)NC(C)(c3ccc4c(c3)OCCCO4)C2=O)c1 (stereo not given)	0.3	-13.9	-9.1	-2.3	nt	0.0	0.0	nt	-1.0
COC(=O)c1cccc(-n2nnnc2SCC(=O)Nc2cc(C)on2)c1	0.1	0.9	5.0	3.5	1.6	1.9	0.0	-3.9	6.0
CC(=O)NCCCCCCNC(C)=O	0.2	5.2	-1.7	3.3	3.2	29.2	2.0	-0.3	-1.7
CCc1noc(C)c1C(=O)N(CCOC)c1c(N)n(CC(C)C)c(=O)[nH]c1=O	0.1	-16.8	-0.2	4.2	-0.7	11.0	0.0	2.1	1.2
New compounds follow:
SMILES	Efflux pump inh	MCL1-BIM inh	Bcl-xL primary	GLD-1 RNA inh	Fam108B counter	VLA-4 inh	GRK2 inh	MEX-5 binding	PME-1 primary
NCCCC[C@H]1CNC(=O)C(=O)N1CCc1cc(C(F)(F)F)cc(C(F)(F)F)c1	-0.2	4.7	7.8	0.4	0.9	5.3	0.0	1.7	-1.4
CNC(=O)NC(=O)C(c1ccccc1)N(C)CC1COc2ccccc2O1 (stereo not given)	-0.2	-6.7	-6.5	-0.2	-3.4	4.5	1.0	1.2	4.2
CCOC(=O)C1=C(N)n2c(s/c(=C/c3ccco3)c2=O)=C(C(=O)OC)C1c1ccco1 (stereo not given)	0.0	2.4	7.4	3.5	10.7	-6.3	16.0	-1.9	7.0
CC(=Nc1ccc(C)cc1)c1sc2ccccc2c1O	0.0	-9.6	-2.9	-120.0	4.5	7.1	0.0	-13.9	1.0

Not all compounds are listed; rates above refer to the full screens.
